BaF3 parental = parental Ba/F3 cell viability inhibition, counter-screen for JAK2V617F inhibitor project, murine pro-B, CellTiter-Glo luminescence; CellTiter-Glo ATP luminescence; inhibition, % at 5.6 µM; actives 1.1% (n = 220,000);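 active = inhibition above a per-campaign cutoff, the mean inhibition of all tested compounds plus 3 SD, cut at about 27% in these data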;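 note: 0% = DMSO wells and 100% = JAK Inhibitor I control wells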
TRPML3 agonist = human TRPML3 channel agonists, primary screen, cell-based, HEK293 TRPML3-YFP, Fluo-8 calcium fluorescence, 3 µM. Mucolipin-3 (Homo sapiens), Q8TDD5. 100% = the carbachol control signal. activation, % at 3 µM. actives 0.29% (n = 220,000). AID 1448, 2008;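 active = activation above its plate's cutoff, the mean activation of the plate's test wells plus 3 SD, cut at about 12% in these data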;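 note: 0% = DMSO only wells and 100% = carbachol wells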
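Test system – HEK293 line with stable expression of human TRPML3-YFP channel · Control set – carbachol 87 µM final as high control (100%), DMSO as low control (0%) · Signal – Fluo-8 calcium dye fluorescence, ex 470-495, em 515-575 nm · Incubation – 1-h 37 °C dye load, 5-s basal, 120-s post-compound reads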
S1P4 antagonist = S1P4 receptor antagonists, primary screen, cell-based; AID 1510, 2009; Sphingosine 1-phosphate receptor 4 (Homo sapiens), O95977; actives 0.26% (n = 220,000); inhibition, % at 4.98 µM; S1P4-expressing cells, antagonist mode, reporter read-out; in the data active = inhibition above about 29%;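 note: 0% = wells stimulated with agonist and 100% = vehicle wells without agonist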
Ba/F3 V617F tox = reduced viability of JAK2V617F-dependent Ba/F3 cells, primary screen, JAK2V617F inhibitor project, cell-based, Ba/F3 EpoR-JAK2V617F, luminescence; actives 1.1% (n = 220,000); inhibition, % at 5.6 µM; AID 1446, 2008; ATP luminescence;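 active = inhibition above the campaign mean plus 3 SD over all tested compounds, cut at about 24% in these data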;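 note: cytokine-independent growth of Ba/F3 cells driven by EpoR plus mutant JAK2; 0% = DMSO-treated cells and 100% = JAK inhibitor I control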
TRPN1 ag = zebrafish TRPN1 channel agonists, primary screen, cell-based, HEK293, calcium fluorescence. transient receptor potential cation channel N1 (TRPN1/NompC), Danio rerio. HEK293 zebrafish TRPN1-YFP, Fluo-8 calcium fluorescence; 100% = response to 87 µM carbachol. activation, % at 3 µM. actives 0.18% (n = 220,000). AID 1424, 2008;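 active = activation above its plate's cutoff, the mean activation of test wells on that plate plus 3 SD, cut at about 19% in these data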;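 note: 0% = DMSO alone and 100% = 87 µM carbachol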
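Material – zebrafish TRPN1-YFP in HEK293 cells · Doses – 3 µM single point · Schedule – dye 1 h 37 °C plus 30 min RT · Signal – Fluo-8 calcium fluorescence, excitation 470-495 nm, emission 515-575 nm · Read-out – % activation versus carbachol response · Control set – carbachol high, DMSO low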
Calpain2 inh = inhibitors of pig calpain II, primary screen, biochemical, fluorogenic peptide substrate, 1536-well | purified calpain II, 30 min | inhibition, % at 16 µM | actives 0.37% (n = 220,000) | AID 1236, 2008;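 active = inhibition above about 50%, limit read from the data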
EP2 mod = EP2 receptor modulators, cAMP readout, primary screen, cell-based, HTRF cAMP, PGE2 stimulation; Prostaglandin E2 receptor EP2 subtype (Homo sapiens), P43116; EP2-expressing cells, cAMP HTRF FRET, PGE2 co-stimulation; induction, % at 25 µM; actives 0.83% (n = 260,000);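 active = compounds whose cAMP rise, as percent of the full-agonist control response, exceeds 60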;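 note: rat C6 glioma line stably carrying human EP2 under a CMV promoter; the protocol text gives 20 µM as final concentration; 100% = response of wells given 1 µM PGE2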
S1P4 agonist = S1P4 receptor agonists, primary screen, cell-based; activation, % at 4.98 µM; S1P4-expressing cell line, agonist reporter assay; actives 0.35% (n = 220,000); Sphingosine 1-phosphate receptor 4 (Homo sapiens), O95977; in the data active = activation above about 11%;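 note: 0% = DMSO vehicle and 100% = reference agonist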
PERK inhibitor = block of dimerizer-induced PERK translation repression, primary screen, PERK inhibitor project, CHO PERK-DD cells, SEAP luminescence, HTS; CHO PERK-DD fusion, SEAP luminescence translation reporter; inhibition, % at 5.6 µM; actives 0.17% (n = 220,000); AID 1416, 2008;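 active = inhibition above the mean inhibition of all tested compounds plus 3 SD, set separately per screening campaign, cut at about 2.9% in these data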;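 note: PERK kinase domain activated by AP20187 dimerizer at 100 nM; 0% = DMSO with dimerizer and 100% = rapamycin at 8.4 µM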
Target sequence (Q9NZJ5 whole entry, looked up, the tested form may be a part): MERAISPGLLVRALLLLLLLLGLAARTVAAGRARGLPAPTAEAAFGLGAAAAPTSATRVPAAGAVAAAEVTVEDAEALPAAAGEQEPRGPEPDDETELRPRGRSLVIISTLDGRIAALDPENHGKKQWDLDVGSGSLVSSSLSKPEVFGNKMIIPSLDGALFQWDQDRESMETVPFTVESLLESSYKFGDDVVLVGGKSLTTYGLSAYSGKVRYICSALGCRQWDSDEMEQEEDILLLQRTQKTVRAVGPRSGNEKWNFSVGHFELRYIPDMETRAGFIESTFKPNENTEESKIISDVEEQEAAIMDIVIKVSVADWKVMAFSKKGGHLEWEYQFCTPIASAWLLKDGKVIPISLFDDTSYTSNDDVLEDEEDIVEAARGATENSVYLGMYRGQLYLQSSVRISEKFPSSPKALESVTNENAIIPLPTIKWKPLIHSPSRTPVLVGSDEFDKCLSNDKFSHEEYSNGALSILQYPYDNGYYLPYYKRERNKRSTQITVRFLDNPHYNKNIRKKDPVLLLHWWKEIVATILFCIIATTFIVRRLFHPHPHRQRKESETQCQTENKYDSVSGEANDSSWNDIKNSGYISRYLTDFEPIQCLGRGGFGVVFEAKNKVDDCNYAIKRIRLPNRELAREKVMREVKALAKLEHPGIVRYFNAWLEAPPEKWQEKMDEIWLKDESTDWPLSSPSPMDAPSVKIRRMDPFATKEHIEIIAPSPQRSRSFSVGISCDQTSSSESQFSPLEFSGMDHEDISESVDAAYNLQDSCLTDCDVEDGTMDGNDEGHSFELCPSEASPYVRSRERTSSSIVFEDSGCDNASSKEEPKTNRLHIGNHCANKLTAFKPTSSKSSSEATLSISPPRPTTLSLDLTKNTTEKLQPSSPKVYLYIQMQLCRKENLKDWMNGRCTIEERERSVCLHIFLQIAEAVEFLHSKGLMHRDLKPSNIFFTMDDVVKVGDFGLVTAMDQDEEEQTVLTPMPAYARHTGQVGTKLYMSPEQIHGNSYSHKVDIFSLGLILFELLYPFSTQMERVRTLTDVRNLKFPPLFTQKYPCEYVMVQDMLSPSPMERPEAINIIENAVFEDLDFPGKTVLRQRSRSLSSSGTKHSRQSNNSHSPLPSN
The depositor's hits bear a star; nt = not tested or not shown; & = joins results of further samples.

nr	compound	BaF3 parental	TRPML3 agonist	S1P4 antagonist	Ba/F3 V617F tox	TRPN1 ag
1	CCCCCCCCCCCCOC1OC(CO)C(O)C(O)C1NC(C)=O (configuration not stated)	1	0.3	-14	-5	-1.1
2	O=C1N(O)C2(C=CCCC2)/C(=N\O)C12CCCCC2 (configuration not stated)	2	0.4	-19	-2	-0.2
3	O=C(NCc1cccnc1)NC1(C(F)(F)F)Oc2ccc(Cl)cc2O1 (configuration not stated)	39*	-0.2	13	52*	-3.0
4	CCCc1nnc(SCC(=O)N2CCCCC2)n1CCCOC	2	0.8	8	-2	1.7
5	O=S(=O)(Nc1ccc(-c2cn3c(n2)SCC3)cc1)c1cccs1	6	0.9	1	5	1.1
6	CCN(CC)C(=O)CSc1nc(O)cc(=O)n1-c1ccccc1OC	4	-0.3	-8	-1	0.5
7	CNc1cc(C(F)(F)F)nc(-c2ccccn2)n1	6	0.5	3	-2	2.5
8	CCOc1ccccc1NC(=O)CN(Cc1ccccc1)S(C)(=O)=O	7	-1.1	5	5	-1.6
9	O=C1NC(=O)/C(=C\c2cn(Cc3ccccc3F)c3ccccc23)N1	7	-1.4	-10	4	-0.6
10	Cn1ccsc1=NC(=O)c1ccc(Cl)cc1	1	0.3	9	0	-0.5

nr	Calpain2 inh	EP2 mod	S1P4 agonist	PERK inhibitor
1	-19	-36	1.4	0.7
2	2	-6	0.6	1.7
3	6	6	-2.3	1.0
4	-4	29	-2.3	-0.5
5	-137	-30	-0.6	-0.2
6	nt	nt	-0.5	1.5
7	-12	-4	-1.0	2.5
8	2	-3	0.7	-0.8
9	-59	-10	0.7	1.5
10	0	4	0.0	-0.3

Further structures follow.
nr	compound	BaF3 parental	TRPML3 agonist	S1P4 antagonist	Ba/F3 V617F tox	TRPN1 ag
11	COc1ccc(NC(=O)Cn2c(=O)c(C)nc3ccccc32)cc1Cl	1	0.8	-4	-2	0.7
12	Cc1ccc(NC(=O)CN(C)C2CCCCC2)cc1Br	3	-0.2	32*	-6	-1.5
13	CCOc1ccc(NS(=O)(=O)c2ccc(C)c(C(=O)NCCCn3ccnc3)c2)cc1	10	-1.6	-16	3	0.0
14	CC1CN(Cc2nc3c(c(=O)n(C)c(=O)n3C)n2CCCO)CC(C)O1 (configuration not stated)	2	0.4	0	2	1.1
15	COC(=O)c1ccc(OC(=O)c2cccs2)cc1	4	0.2	-15	0	1.3
16	O=C(O)c1ccc(NC(=O)C2(c3ccccc3)CCOCC2)cc1	1	0.9	-21	0	1.8
17	COc1ccccc1N1CC(C)(C)C(=O)N(C(=O)c2ccc(C)cc2)C1=S	-3	1.0	-6	-4	-1.8
18	CNCCOc1ccccc1-c1ccccc1	2	0.6	-6	-2	-0.4
19	O=C(CN1N=C(c2ccccc2)CCC1=O)NCCCN1CCc2ccccc2C1	6	0.2	-16	0	-0.8
20	O=C(CN1CCOc2ccccc21)NC1CC1	7	0.1	-3	-1	0.8

nr	Calpain2 inh	EP2 mod	S1P4 agonist	PERK inhibitor
11	-22	5	0.3	-0.2
12	2	-36	-0.4	0.2
13	-52	0	1.6	1.0
14	17	0	-0.2	0.8
15	7	-1	0.2	0.0
16	-21	4	-0.7	0.6
17	8	1	0.3	2.5
18	-15	14	1.5	0.2
19	4	-5	-0.1	-0.6
20	nt	nt	-2.6	1.9

(listing goes on)
nr	compound	BaF3 parental	TRPML3 agonist	S1P4 antagonist	Ba/F3 V617F tox	TRPN1 ag
21	Cc1c2cnn(CC(=O)O)c(=O)c2c(C)n1Cc1ccccc1	7	0.6	-18	-3	0.6
22	CC(OC(=O)c1ccc(-c2ccc([N+](=O)[O-])cc2)o1)C(=O)NC(N)=O (configuration not stated)	1	0.5	-12	-3	1.3
23	COc1ccc(/C=C2/C(=N)N3C(=NC2=O)Sc2cc(S(C)(=O)=O)ccc23)cc1OC	2	1.1	1	0	3.1
24	Cc1ccc2nc(-c3ccncc3)cc(C(=O)Nc3ccc(OC(F)F)cc3)c2c1	7	1.2	2	2	0.4
25	Cc1cc(C)c(NC(=O)CSc2nnc(SCC(=O)Nc3c(C)cc(C)cc3C)n2N)c(C)c1	3	0.1	8	-2	-0.7
26	COc1ccccc1NC(=O)C[n+]1ccccc1	5	0.9	-22	3	0.0
27	O=C(CSc1nc(CCC2CCCC2)nc2ccccc12)NCc1ccc2c(c1)OCO2	7	-0.5	4	2	0.6
28	Cc1ccc(NC(=O)CN(c2cc(C)cc(C)c2)S(=O)(=O)c2c(C)noc2C)nc1	3	-0.3	-17	3	-0.8
29	COc1ccc(NC(=S)N2CCC(c3nc4ccc(Cl)cc4[nH]3)CC2)c(OC)c1	-3	-1.0	-3	-1	-3.3
30	Cc1ccnc(SCC(=O)N2CCc3ccccc3C2)n1	0	0.1	-7	-2	-0.9

nr	Calpain2 inh	EP2 mod	S1P4 agonist	PERK inhibitor
21	-11	-1	0.2	1.5
22	16	23	0.6	0.4
23	-42	11	1.9	0.6
24	-79	21	-1.2	0.8
25	3	13	0.5	0.4
26	23	11	-1.2	-0.1
27	24	50	0.2	-0.3
28	9	17	0.6	-0.7
29	-6	-31	-0.4	-0.5
30	3	-19	-0.5	0.5

An excerpt of these results, in transposed form:
#24 Cc1ccc2nc(-c3ccncc3)cc(C(=O)Nc3ccc(OC(F)F)cc3)c2c1
#25 Cc1cc(C)c(NC(=O)CSc2nnc(SCC(=O)Nc3c(C)cc(C)cc3C)n2N)c(C)c1
#26 COc1ccccc1NC(=O)C[n+]1ccccc1
entry no.	24	25	26
BaF3 parental	7	3	5
TRPML3 agonist	1.2	0.1	0.9
S1P4 antagonist	2	8	-22
Ba/F3 V617F tox	2	-2	3
TRPN1 ag	0.4	-0.7	0.0
Calpain2 inh	-79	3	23
EP2 mod	21	13	11
S1P4 agonist	-1.2	0.5	-1.2
PERK inhibitor	0.8	0.4	-0.1

Additional results follow.
nr	compound	BaF3 parental	TRPML3 agonist	S1P4 antagonist	Ba/F3 V617F tox	TRPN1 ag
31	CCN(CC)S(=O)(=O)c1cccc(-c2cn3cccnc3n2)c1	-2	0.6	-14	-2	1.3
32	COc1cc2c(cc1OC)CN(C(=O)c1cccc([N+](=O)[O-])c1)CC2	-3	-0.2	4	-3	0.8
33	CCN(CC)S(=O)(=O)c1ccc2nc(CSc3nnnn3-c3ccc(O)cc3)[nH]c2c1	4	-0.5	-9	1	-0.8
34	COc1ccc(-n2c(N)c(Br)c(=O)[nH]c2=O)cc1	4	0.3	-16	-1	0.9
35	CCOC(=O)N1CCN(Cc2c(O)ccc3ccccc23)CC1	0	-0.4	9	-2	0.8
36	COc1ccc(NC(=O)CN2C(=O)C(c3ccccc3)=NC23CCCCCC3)cc1	12	-1.0	-3	5	-1.4
37	CCOc1ccc(CCNC(=O)c2oc3c(c2C)-c2[nH]ncc2CC3)cc1OCC	1	0.3	11	-1	1.3
38	CN(Cc1nc2ccccc2c(=O)[nH]1)CC(O)COCc1ccco1 (configuration not stated)	0	-0.4	-9	1	0.6
39	CC(C)N(C1=CC(=O)OC12CCCCC2)C(C)C	4	1.4	-11	2	0.8
40	COc1ccc(N=Cc2cc(Cc3ccccc3Cl)cc([N+](=O)[O-])c2O)cc1OC	4	0.7	-10	1	-0.8

nr	Calpain2 inh	EP2 mod	S1P4 agonist	PERK inhibitor
31	-327	-23	1.4	-0.7
32	-18	33	0.1	-0.5
33	-41	-23	0.2	1.1
34	4	4	1.1	0.7
35	-5	2	-1.6	0.7
36	27	22	0.2	0.2
37	-21	-5	-0.8	-0.6
38	-25	11	2.7	-0.7
39	-4	22	0.0	0.0
40	-64	72*	-1.6	0.9

Entries listed above shown as hits in S1P4 antagonist.
No.	SMILES	TRPML3 agonist	S1P4 antagonist	Calpain2 inh	EP2 mod	S1P4 agonist	PERK inhibitor
12	Cc1ccc(NC(=O)CN(C)C2CCCCC2)cc1Br	-0.2	32*	2	-36	-0.4	0.2

(cont.)
nr	compound	BaF3 parental	TRPML3 agonist	S1P4 antagonist	Ba/F3 V617F tox	TRPN1 ag
41	COCCN(C(=S)Nc1ccc(C)cc1C)C(C)c1ccco1 (configuration not stated)	-2	-0.2	14	-3	0.5
42	Cc1cc2oc(=O)cc(CN3CCN(S(=O)(=O)c4cccs4)CC3)c2cc1C	9	0.6	-9	-3	1.1
43	CCOC(=O)c1c(-c2ccccc2)csc1NC(=O)c1ccc(S(=O)(=O)N2CCOCC2)cc1	1	0.2	-5	2	1.6
44	CCCNC(=O)NC(=O)c1cnccc1C(F)(F)F	-2	1.5	8	-3	-0.8
45	CC(C)CCNC(=O)c1ccc(-c2ccccc2)cc1	1	0.2	-14	-1	-0.7
46	CC1(C)CCCC2=C1CC1C(=O)N(Cc3cccnc3)C(=O)C1C2 (configuration not stated)	-3	0.8	2	-1	1.0
47	CNn1cnc2ccsc2c1=O	-2	-0.1	-1	7	1.3
48	COC(=O)Cc1csc(/N=C/c2c(O)n(-c3cccc(C(F)(F)F)c3)c(=O)c3ccccc23)n1	4	0.3	-13	3	0.5
49	CCC(=O)Nc1ccc(-c2cc3ccccc3oc2=O)cc1	3	0.3	13	-2	1.6

nr	Calpain2 inh	EP2 mod	S1P4 agonist	PERK inhibitor
41	27	30	-1.1	0.9
42	-19	-13	1.0	0.8
43	-102	18	0.2	-0.2
44	-7	-8	-0.3	0.3
45	24	-27	0.0	1.4
46	-31	9	-0.8	-0.4
47	22	7	0.1	-0.2
48	-152	-11	0.2	-0.5
49	-211	-39&-50	-0.3	0.8

Compound activity from PubChem.
